Assay outcomes (PubChem BioAssay)
H9c2 TAG inh: inhibitors of triacylglycerol accumulation | AID 651582 | inhibition, % at 12.5 µM | hit rate 0.66% among 230,000 | H9c2 cells, Nile Red lipid (TAG) fluorescence; cells loaded with 200 µM oleic acid;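 active means pattern-corrected inhibition of lipid staining of at least 50% with the nuclear-stain viability signal not falling by more than 50%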;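 further: 0% = DMSO wells and 100% = triacsin C control wells; some results filed as inactive read as strong as hits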
H9c2 TAG inh DAPI viability: also measured in H9c2 TAG inh; calls as there; DAPI nuclei signal change (viability), lower = more cytotoxic, %;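 whole-well DAPI fluorescence read on a plate reader as a viability signal; minus 50 percent equals half of cells still viable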
* hit, by the source's call.

Each structure is followed by: H9c2 TAG inh DAPI viability | H9c2 TAG inh
Nc1nc2n(n1)C(c1cccc(Br)c1)CC(c1ccccc1)N2 (stereo unspecified)
 : 2 | -6
CS(=O)(=O)c1ccc(C(=O)OCC(=O)Nc2cccc(S(=O)(=O)N3CCCC3)c2)cc1
 : -10 | 13
O=C(Cc1ccc([N+](=O)[O-])cc1)Nc1ccc2c(c1)C(=O)NC2=O
 : 6 | -5
CCCCCCC(=O)N1C/C=C\C(c2ccc(OC)cc2)N(Cc2ccc(F)cc2)C(=O)C1 (stereo unspecified)
 : 4 | 7
Cc1ccc(NC(=O)c2ccc(Cl)c(S(=O)(=O)N3CCc4ccccc43)c2)nc1
 : 1 | 3
Cc1ccc(NC(=O)CN(C)C(=O)COC(=O)[C@@H](NC(=O)c2ccccc2F)C(C)C)cc1
 : -2 | 0
Cc1cc(C)c(C#N)c(Nc2ccccc2Cl)n1
 : -6 | 5
CC(C)N1C(=O)S/C(=C/c2ccc3c(c2)n(C)c(=O)n3C)C1=O
 : -6 | 36
Cc1c(NC(=O)CSc2nnnn2C)c(=O)n(-c2ccccc2)n1C
 : 7 | -4
O=C1N[C@@H](Cc2ccccc2)C(=O)N2[C@@H]3N(S(=O)(=O)c4ccc(F)cc4)c4ccccc4[C@]3(Br)C[C@@H]12
 : -3 | -8
COCCNc1nnc(SCC(=O)Nc2cc(C)on2)s1
 : -12 | -3
Cc1cc(-c2nnc3n2N=C(c2ccccc2Br)CS3)n[nH]1
 : -10 | 19
COc1cccc(CNC(=O)COC(=O)c2c(NC(C)=O)sc(C)c2C)c1
 : 1 | -22
O=C(O)CN1C(=O)/C(=C\c2cccc(OCc3ccc(Cl)cc3Cl)c2)SC1=S
 : 6 | -4
CC1CC(C)(C)CC2(C1)NC(=O)N(CC(=O)Nc1cc(C(F)(F)F)ccc1N1CCCCC1)C2=O (stereo unspecified)
 : -7 | -22
CCn1c(SCC(=O)c2ccc3ccccc3c2)nnc1-c1ccco1
 : 7 | -12
Cc1cccc(-c2cc(=O)c(C(=O)O)cn2-c2ccc(F)cc2F)c1
 : -5 | 2
Cc1ccc2c(c1)N(CC(=O)NCc1cccs1)C(=O)C(C)O2 (stereo unspecified)
 : 6 | -17
Nn1c(SCc2ccccc2F)nnc1-c1cccnc1
 : 11 | -2
O=S1(=O)c2ccccc2C(CCO)N1Cc1ccccc1 (stereo unspecified)
 : -7 | 5
CN(C)c1ccc(/C=N/N2C(=S)SC(C)(C)C2N(O)C(=O)Nc2ccc([N+](=O)[O-])cc2)cc1 (stereo unspecified)
 : 6 | -21
Cc1nn(Cc2ccccc2)c(C)c1C(=O)NCCCN1CCCC1=O
 : 5 | -11
Nc1nc(SCC(=O)OCc2ccccc2)[nH]c(=O)c1NC(=O)c1ccco1
 : -2 | 9
O=C(/C=C/c1ccccc1)OCCCCN=C1NS(=O)(=O)c2ccccc21
 : 11 | -6
Cc1cc(Br)c(NC(=O)COC(=O)C2CCCCC2)c(Br)c1
 : 6 | -17
CCOc1cc(C2C(C(=O)c3ccccc3)=C(C(=O)OC)Nc3nnnn32)ccc1O (stereo unspecified)
 : -6 | 18
COc1ccc(CCNC(=O)COC(=O)C2CC2)cc1OC
 : -2 | -5
COc1cccc(N2CC(C(=O)Nc3nnc(SCC(=O)NC4CCCC4)s3)CC2=O)c1 (stereo unspecified)
 : 8 | 8
CCOC(=O)c1c(CSc2ccccc2)n(C)c2cc(Br)c(O)c(CN(C)C)c12
 : 18 | 19
Cc1cc2oc(C(=O)NCCc3ccc(S(N)(=O)=O)cc3)c(C)c2cc1C
 : -3 | -3

Complete entries, quoted from the list. Order of screens: H9c2 TAG inh DAPI viability	H9c2 TAG inh
`Nc1nc(SCC(=O)OCc2ccccc2)[nH]c(=O)c1NC(=O)c1ccco1` is listed with -2	9
`Nc1nc2n(n1)C(c1cccc(Br)c1)CC(c1ccccc1)N2` (stereo unspecified) is listed with 2	-6
`CC(C)N1C(=O)S/C(=C/c2ccc3c(c2)n(C)c(=O)n3C)C1=O` is listed with -6	36
`O=C1N[C@@H](Cc2ccccc2)C(=O)N2[C@@H]3N(S(=O)(=O)c4ccc(F)cc4)c4ccccc4[C@]3(Br)C[C@@H]12` is listed with -3	-8
`COc1cccc(CNC(=O)COC(=O)c2c(NC(C)=O)sc(C)c2C)c1` is listed with 1	-22

Going on with the list:
Each structure is followed by: H9c2 TAG inh DAPI viability | H9c2 TAG inh
CC(=O)Nc1c(Cl)cc2c(c1Cl)Cc1ccccc1-2
 : 6 | 12
COc1ccc(S(=O)(=O)N2CCCC2)c(Cl)c1Cl
 : -3 | 15
N#Cc1ccc(CSc2nnc(-c3cccs3)n2-c2ccccc2)cc1
 : -4 | -22
CC(=O)Nc1nc(C)c(Oc2ccc(Cl)cc2)c(=O)[nH]1
 : 1 | -7
CCOC(=O)c1sc(-c2ccc(Cl)cc2)nc1O
 : -3 | 10
Cc1cc(C)c(NC(=O)C2CCN(c3cnccn3)CC2)c(C)c1
 : 4 | 8
O=C(CSc1nc(-c2ccccc2)c(-c2ccccc2)[nH]1)NCC1CCCO1 (stereo unspecified)
 : -6 | 6
COc1ccc2[nH]cc(C(=O)CCl)c2c1
 : -44* | 72*
CCn1c(SCC(=O)NCC2CCCO2)nnc1-c1c[nH]c2ccccc12 (stereo unspecified)
 : 1 | -9
CCN(CC)C(=O)C1=C(C)N(CCC2=CCCCC2)C(=O)C(CC(=O)NCc2ccco2)C1 (stereo unspecified)
 : -3 | -3
CC(=O)NC(=S)Nc1ccc(NC(=S)NC(=O)/C=C/c2ccco2)cc1
 : -1 | 26
COc1ccccc1NC(=O)c1cnc2n(c1=O)CCS2
 : -6 | -3
O=C(CSc1n[nH]c(-c2ccc(Br)cc2)n1)N1CCOCC1
 : -3 | -9
COc1cc(C(=O)Nc2cccc(S(=O)(=O)N3CCCC3)c2)c([N+](=O)[O-])cc1OC
 : 0 | -5
O=C1C=CC2(O[C@H](c3ccccc3)[C@@H](c3ccccc3)O2)[C@H](Sc2ccccc2O)C1
 : -68 | 86
CC(=O)NC1CC2CCCC(C1)N2S(=O)(=O)c1ccccc1 (stereo unspecified)
 : 0 | 3
Cc1nn(-c2ccccc2)c(C)c1NC(=O)COC(=O)Cc1cccc(C(F)(F)F)c1
 : 2 | 6
O=C(CCCOc1ccccc1)Nc1cccc(S(=O)(=O)N2CCCCC2)c1
 : 6 | -54
CC1CC2(C)Oc3ccccc3CC2C(C)C1CNCCCN(C)C (stereo unspecified)
 : -44* | 82*
CCc1nnc(SCC(=O)Nc2ccc3ccccc3c2)n1N
 : 3 | 7
C[C@@H]1[C@H]2[C@@H]3CC[C@@H](C3)[C@H]2CN[C@H]1c1cn(Cc2ccccc2)c2ccccc12
 : -7 | 17
Cc1ccccc1-c1cnc2c(c1)C(=O)N([C@@H](C)CO)C[C@@H](C)[C@H](CN(C)Cc1ccccc1F)O2
 : -5 | 13
Cc1ccc(S(=O)(=O)NNC(=O)c2cnn(-c3ccc(Cl)cc3)c2C(F)(F)F)cc1
 : -2 | 6
O=C(Cn1ccc2ccccc21)Nc1ccc2c(c1)OCO2
 : -6 | 2
CCN(CC)S(=O)(=O)c1ccc(OC)c(NC(=O)c2ccc(OC)c([N+](=O)[O-])c2)c1
 : 8 | 8
CCN1C(=O)[C@H]2[C@@H](c3ccc(-c4ccc(Cl)c(Cl)c4)cc3)N[C@@](CC(C)C)(C(=O)OC)[C@H]2C1=O
 : 4 | 21
CON(C)C(=O)/C=C/c1ccc([B-](F)(F)F)cc1
 : -3 | 4
O=S(=O)(O)c1nc2ccccc2n1CCOc1ccccc1
 : -8 | 10
CSc1nc2[nH]c(=O)[nH]c2c(=O)[nH]1
 : -6 | 2
Cn1ncc(Cl)c1C(=O)NCc1cc(C(C)(C)C)n[nH]1
 : -13 | 4
CCCn1c(=N)n(CCOc2ccc(OC)cc2)c2ccccc21
 : 23 | -22
O=S(=O)(c1ccc(F)cc1)N1CCN(c2ccc(F)cc2)CC1
 : -1 | -12
COc1ccc(C(=O)/C=C/Nc2c(C)n(C)n(-c3ccccc3)c2=O)cc1OC
 : 5 | 9
CC(=O)Nc1ccc(NCc2ccc(-c3ccccc3)cc2)cc1
 : -12 | 7
CCC1CCCCN1C(=O)CSc1nnc2nc(C)cc(C)n12 (stereo unspecified)
 : -1 | 21
O=C(c1ccco1)N1CCn2c1nc1ccccc12
 : -4 | -6
O=C1CN(N=Cc2ccco2)C(=O)N1
 : 14 | -16
CCN(C(=O)Cn1cnc2cc([N+](=O)[O-])ccc2c1=O)C1CCS(=O)(=O)C1 (stereo unspecified)
 : -6 | -3
Cc1ccc2nc(-c3cccc(N)c3)[nH]c2c1
 : 9 | 9
c1ccc(-c2cnc(SCCN3CCOCC3)n2CC2CCCO2)cc1 (stereo unspecified)
 : 0 | -7
CC1CC(=O)NN1C(=O)c1ccccc1 (stereo unspecified)
 : -3 | 0
CCc1nnc(NC(=O)Cc2ccc(OC)cc2)s1
 : 2 | 1
CC(=O)Cc1nsc(NC(=O)c2csc3c2CCCC3)n1
 : 0 | 8
Cn1cccc1C(=O)NC1CCCCC1
 : 7 | -8
CC(C)c1ccc(C(C(C(=O)c2ccccc2)N2CCOCC2)N2CCOCC2)cc1 (stereo unspecified)
 : -13 | 6
CCCCC(C(=O)NC(C)(C)C)N(Cc1ccco1)C(=O)c1snc(C(N)=O)c1N (stereo unspecified)
 : 4 | -10
O=C(COC(=O)/C=C/c1nc2ccccc2s1)Nc1cccc2ccccc12
 : -2 | 8
Cc1[nH]c2ccccc2c1CCN(Cc1cccs1)C(=S)NC(C)(C)C
 : 13 | -6
O=C(COC(=O)Cc1ccc(Br)cc1)NCc1ccccc1
 : -7 | -3
CCCOc1cc(CC(=O)NCc2ccco2)ccc1OC
 : 10 | 19
COC(=O)c1cccc(-n2c(C)cc(/C=C3\SC(=O)NC3=O)c2C)c1
 : 3 | 0
CC(C)NC(=S)N(CCc1ccncc1)C(C)C
 : 9 | -5
O=C(O)COc1ccccc1O
 : -2 | 2
CCCCC1C2=C(CC(C)(C)CC2=O)OC2=C1C(=O)CC(C)(C)C2
 : 2 | -15
Cc1cccc(C)c1NC(=O)CNC(=O)C1CC(=O)N(Cc2ccccc2)C1 (stereo unspecified)
 : 5 | 9
Cc1ccc2sc(NNC(=O)C3=COCCO3)nc2c1C
 : 1 | 6
Cc1nn(-c2ccc(Cl)cn2)c2c1C(=O)CC(C)(C)C2Br (stereo unspecified)
 : 5 | 1
CC(C)Nc1nc(NC(C)C)nc(Oc2ccc(=O)n(C)n2)n1
 : 2 | 32
COc1cc(/C=N/NC(=O)C2=NNC(=O)C2C)ccc1O (stereo unspecified)
 : 0 | -1
O=C(Nc1ccccc1C(=O)NC(Cc1ccccc1)C(=O)NC1CCCCC1)c1ccccc1 (stereo unspecified)
 : -3 | 22

The results go on.
Each structure is followed by: H9c2 TAG inh DAPI viability | H9c2 TAG inh
COCCCNC(=O)Cn1cnc(C(=O)Nc2ccc(C)c(C)c2)n1
 : -5 | 11
O=C(CSc1ccccc1)NN1C(=O)c2ccccc2C1=O
 : 2 | 6
COc1ccc(-c2nc(CS(=O)CC(=O)NCC3CCCO3)c(C)o2)cc1 (stereo unspecified)
 : -1 | -3
CCC(C)c1ccc(O)c(NC(=S)NC(=O)c2cccs2)c1 (stereo unspecified)
 : -2 | -25
Cc1ccc(OCCCCn2c(CO)nc3ccccc32)cc1
 : -7 | -12
O=C(Nc1cccc(Cl)c1)Nc1nc(-c2ccccc2)cs1
 : 1 | -8
CCOC(=O)CSc1nc(-c2ccccc2)cc(C(F)(F)F)n1
 : -9 | 15
NCc1csc(Nc2cc(Oc3ccccc3)ncn2)n1
 : -6 | 15
CCC1(CC)NC(=O)N(CC(=O)OCC(=O)Nc2ccccc2OC(F)F)C1=O
 : 1 | 11
O=C1c2ccccc2C(=O)N1CCCCCCc1ccccc1
 : 8 | -9
O=C(CN1CCOCC1)Nc1ccc(Oc2ccccc2)cc1
 : 7 | 15
COc1cc([N+](=O)[O-])ccc1NC(=S)NC(=O)CC(C)(C)C
 : -1 | 1
COc1ccc(/C=N/NC(N)=S)cc1
 : -2 | -5
O=C(c1ccc(Cl)c(S(=O)(=O)N2CCOCC2)c1)N1CCc2ccccc2C1
 : -12 | -6
CCN(C(=O)COC(=O)/C=C/c1ccc(Cl)c(Cl)c1)c1c(N)n(Cc2ccccc2)c(=O)[nH]c1=O
 : 0 | 0
CCn1c(C)[n+](CC)c2ccc(S(=O)(=O)N(C)C)cc21
 : 4 | -14
C=CCN(Cc1ccc(Cl)s1)C(=O)c1ccc(F)c(S(=O)(=O)N2CCOCC2)c1
 : -17 | 15
CCOC(=O)C(NC(=O)CC)(Nc1ccccc1OC)C(F)(F)F (stereo unspecified)
 : 3 | -5
O=C(C[C@H]1C/C=C\CC[C@H](Cc2ccc(F)cc2)C(=O)O[C@@H](c2ccccc2)CNC1=O)N[C@H](CO)Cc1ccccc1
 : 3 | -9
Cc1ccc(-c2nnc(C)c(N3CCCC3)n2)cc1
 : -7 | 10
COCc1[nH]nc2c1C(c1ccc(F)cc1F)C(C#N)=C(N)O2 (stereo unspecified)
 : -3 | -7
Cc1nnsc1-c1c(C(=O)N2CCOCC2)c(C)nn1-c1ccccc1
 : -11 | 10
Nc1nonc1-c1nc2ccccc2n1CC(=O)Nc1ccccc1
 : -22 | 9
COC(=O)c1ccc(CSc2nnc(N)s2)cc1
 : 7 | -1
Cc1cccc(NC(=S)N(CCN2CCOCC2)Cc2ccccc2F)c1
 : 1 | -11
NC(=S)NN=C1C=CCCC1
 : -2 | -17
O=C(Cc1ccccc1)Nc1ccc2oc(=O)ccc2c1
 : -11 | 9
CCOC(=O)CSc1nnc(-c2cccc(Cl)c2)n1CC
 : -2 | 10
CS(=O)(=O)c1ccc2nnn(OCC(=O)Nc3ccc(Br)cc3Br)c2c1
 : 37 | 5
O=C(CSc1nnc(-c2c[nH]c3ccccc23)n1C1CC1)NC1CCS(=O)(=O)C1 (stereo unspecified)
 : -5 | 5
C=CC[N@@+]12CC[C@]34c5ccccc5N5/C=C6\C7N(/C=C(\C53)[C@@H](C[C@@H]41)/C(=C/CO)C2)c1ccccc1[C@@]71CC[N@@+]2(CC=C)C/C(=C\CO)[C@@H]6C[C@@H]12 (stereo partly specified)
 : 0 | -14

An excerpt (hit frequency here may not be typical).
